MITF primary – inhibitors of human MITF; O75030; AlphaScreen MITF homodimerization, bead proximity signal; inhibition, % at 2.6 µM; hit rate 0.91% among 650,000; AID 1259374; in the data active = inhibition above about 50%;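 note: 0% = vehicle wells with protein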
GPR151 ag – human GPR151 activation; hit rate 1% among 650,000; activation, % at 11.2 µM; Q8TDV0; PathHunter beta-arrestin GPR151 cells, luminescence; in the data active = activation above about 4.9%;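 note: 0% = median of compound wells and 100% = cells with positive control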
TEAD-YAP block – TEAD-YAP interaction inhibition | HEK-TIYL cells, TEAD-Gal4/YAP UAS-luciferase luminescence | inhibition, % at 9.12 µM | hit rate 1.4% among 640,000; in the data active = inhibition above about 32%;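 note: 0% = median of test compound wells and 100% = reference inhibitor wells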
FBW7 act – human FBW7 E3 ligase activation, primary screen | Q969H0 | AlphaScreen FBW7–phospho-cyclin E peptide binding, activator screen | normalized activity (activation), % at 26.1 µM | hit rate 0.13% among 650,000 | AID 1259310; in the data active = normalized activity above about 1.9%;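 note: purified mutant Fbw7 with reduced substrate affinity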
Target sequence (Q969H0 whole entry, looked up): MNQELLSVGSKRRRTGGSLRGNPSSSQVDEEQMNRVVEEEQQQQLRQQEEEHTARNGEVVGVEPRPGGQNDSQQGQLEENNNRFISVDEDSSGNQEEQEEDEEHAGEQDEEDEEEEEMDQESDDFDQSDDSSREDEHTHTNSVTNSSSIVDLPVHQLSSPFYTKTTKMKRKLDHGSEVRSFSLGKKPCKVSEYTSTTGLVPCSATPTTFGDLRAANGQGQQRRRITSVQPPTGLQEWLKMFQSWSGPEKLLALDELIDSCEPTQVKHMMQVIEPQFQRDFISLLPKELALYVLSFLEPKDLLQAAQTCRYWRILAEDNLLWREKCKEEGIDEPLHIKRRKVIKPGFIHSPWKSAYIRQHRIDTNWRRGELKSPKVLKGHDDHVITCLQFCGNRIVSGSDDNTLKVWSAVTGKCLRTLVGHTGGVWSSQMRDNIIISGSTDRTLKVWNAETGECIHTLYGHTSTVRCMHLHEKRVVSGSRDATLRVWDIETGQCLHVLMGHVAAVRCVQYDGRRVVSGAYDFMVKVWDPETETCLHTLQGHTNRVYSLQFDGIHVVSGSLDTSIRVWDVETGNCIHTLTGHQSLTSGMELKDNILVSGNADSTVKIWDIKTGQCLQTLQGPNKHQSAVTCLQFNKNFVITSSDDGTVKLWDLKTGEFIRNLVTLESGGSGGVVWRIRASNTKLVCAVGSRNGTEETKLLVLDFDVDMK
Active calls of the source: *.

SMILES	MITF primary	GPR151 ag	TEAD-YAP block	FBW7 act
O=[N+]([O-])c1cc(O)c2ncccc2c1	103*	-1.8	21	-0.3
CC(=O)/C=C(\C)NC(Cc1c[nH]c2ccccc12)C(=O)O (stereo not drawn)	-4	0.0	7	-0.1
CCC(C)N1C(=O)S/C(=C/c2cc(Cl)c(O)c(OC)c2)C1=O (stereo not drawn)	8	0.6	4	-0.1
NC(=O)CSc1nnc(NC(=O)c2cccc(S(=O)(=O)N3CCCCC3)c2)s1	18	0.6	11	0.0
Cc1ccc(C)c(CSc2nc3nc(C)c(Cc4ccccc4Cl)c(C)n3n2)c1	6	-1.1	0	-0.1
O=C(N/N=C\c1ccccn1)c1n[nH]c2c1CCC2	36	-1.2	11	-0.7
O=C(Nc1nc(-c2ccc(Br)cc2)cs1)c1c(O)c2cccc3c2n(c1=O)CCC3	14	-1.3	4	0.2
CCOC(=O)c1ccc(NC(=O)C(CC)Sc2nc3ccsc3c(=O)n2Cc2ccccn2)cc1 (stereo not drawn)	0	-0.2	-5	-0.8
COc1ccc(NC(=O)COc2ccc(C(C)=O)cc2)cc1	20	0.7	5	0.1
CC(C)C(c1nnnn1C1CCCCC1)N1CCSCC1 (stereo not drawn)	3	-0.2	1	-0.2
Cc1nc(N2CCOCC2)c2nnn(Cc3ccccc3)c2n1	16	-0.8	-23	1.1
COC(=O)Cn1cnc2c(cnn2-c2ccc(C)cc2)c1=O	-16	-0.9	-1	0.1
COc1cccc(C2C(C#N)=C(N)Oc3n[nH]c(-c4ccc5c(c4)OCO5)c32)c1 (stereo not drawn)	-3	0.6	1	0.0
Cc1c(C(=O)NCc2ccc(F)cc2)sc2ncn(CC(=O)N3CC(C)CC(C)C3)c(=O)c12 (stereo not drawn)	-9	0.3	-12	-0.1
Cc1noc(C)c1CN1CCN(S(=O)(=O)C2CC2)CC1	11	0.1	6	0.0
COCCNCCOc1cccc(Cl)c1	36	0.2	0	0.1
Cc1cc(C)c(C#N)c(SCC(=O)NC2CC2)n1	0	0.0	1	-0.1
O=C(NCc1cccnc1)c1ccc(CNc2c(N3CCCC3)c(=O)c2=O)cc1	7	0.1	12	0.2
Cc1ccc2c(c1)cc(CNCCc1n[nH]c(C)n1)c(=O)n2Cc1ccccc1C	24	-1.3	-8	-0.1
COc1ccccc1N1CCN(C2CCCN(Cc3ccc(C)o3)C2)CC1 (stereo not drawn)	13	-0.4	14	0.1

Individual results from the list.
`O=C(NCc1cccnc1)c1ccc(CNc2c(N3CCCC3)c(=O)c2=O)cc1` in MITF primary is listed with 7
`Cc1cc(C)c(C#N)c(SCC(=O)NC2CC2)n1` in FBW7 act is listed with -0.1
`Cc1nc(N2CCOCC2)c2nnn(Cc3ccccc3)c2n1` in FBW7 act is listed with 1.1

(list continues)
SMILES	MITF primary	GPR151 ag	TEAD-YAP block	FBW7 act
O=C(CCCN1C(=O)c2cccc3cccc(c23)C1=O)OCCNC(=O)c1cccnc1	-10	0.4	-1	-0.1
CC1CCC(NC(=O)c2ccc(N3CCCC3=O)cc2)CC1 (stereo not drawn)	4	-0.3	-48	0.1
CCC(=O)N1CCNC(=O)C1CC(=O)Nc1ccc(C)c(Cl)c1 (stereo not drawn)	16	-0.7	5	0.3
COc1cccc(C(=O)NC2CCN(CC(=O)Nc3ccc(C)cc3C)CC2)c1	-8	0.0	-11	0.1
CCN(CC)CCCn1c(N)c(C#N)c2nc(C#N)c(C#N)nc21	-1	0.6	6	0.0
CCCCC1CN(CC(=O)NCc2cn3ccsc3n2)Cc2ccccc2O1 (stereo not drawn)	-6	0.4	-5	0.1
CCOC(=O)C1(Cc2ccccc2)CCCN(S(=O)(=O)N(C)C)C1 (stereo not drawn)	9	0.5	9	0.0
O=C1/C(=C/c2ccsc2)Cc2ccccc21	9	-0.4	-11	-0.1
CCOc1ccc(-c2cn3cc(Cl)ccc3n2)cc1	-19	-6.5	10	0.1
O=[N+]([O-])c1ccc(Cl)c(S(=O)(=O)N2CCN(C34CC5CC(CC(C5)C3)C4)CC2)c1	-2	-0.9	3	-0.1
COc1ccc(-c2nc(-c3ccc(Br)cc3)c(-c3ccc(Br)cc3)[nH]2)c(OC)c1	5	-0.3	-7	0.0
COc1cc(C(=O)Nc2nc(-c3ccc(C(C)(C)C)cc3)cs2)cc(OC)c1OC	4	-0.6	-11	0.1
FC(F)(F)c1nc(NCc2ccco2)c2nnn(Cc3ccccc3)c2n1	2	-0.5	2	0.2
CC(=O)c1c(C(C)=O)c(C)n(-c2ccc(I)cc2)c1C	-19	-0.9	-12	-0.2
COc1ccc2oc(=O)c(C(=O)Oc3cccc4cccnc34)cc2c1	-2	0.0	7	-0.6
CC1=CC2=NC(C(F)(F)F)(C(F)(F)F)N=C(C)N2C=C1	-12	0.9	-3	0.0
O=C(Nc1ccncc1)c1c(Cl)cccc1Cl	-2	2.3	10	0.1
COc1ccccc1C1SCCN1S(=O)(=O)c1ccc(C)cc1 (stereo not drawn)	11	0.9	2	0.0
Brc1ccc2nc(Nc3nc4ccccc4[nH]3)nc(-c3ccccc3)c2c1	1	-0.5	-7	-0.1
CS(=O)(=O)N(CC(=O)NC1CCCC1)c1ccc(OCc2ccccc2)cc1	-6	1.8	-5	-0.1

2 entries drawn at random from the list so far, as already listed:
SMILES	MITF primary	GPR151 ag	TEAD-YAP block	FBW7 act
COc1ccc2oc(=O)c(C(=O)Oc3cccc4cccnc34)cc2c1	-2	0.0	7	-0.6
CS(=O)(=O)N(CC(=O)NC1CCCC1)c1ccc(OCc2ccccc2)cc1	-6	1.8	-5	-0.1

More entries:
SMILES	MITF primary	GPR151 ag	TEAD-YAP block	FBW7 act
CCNc1ncnc2sc(C(=O)N(CCO)C(C)C)c(C)c12	2	0.7	-9	0.1
O=C(NCCO)c1ccc(-c2nnc(Nc3ccc(O)cc3)c3ccccc23)cc1	14	-1.2	-5	0.0
O=C(Nc1cc(Cl)ccc1Cl)c1cc(S(=O)(=O)NC2CCCCC2)ccc1F	-11	2.3	1	-0.1
O=C(NCC(c1cccs1)N1CCc2ccccc21)C1CCCC1 (stereo not drawn)	16	-0.5	2	0.0
Cc1ccnn1CCC(=O)N1CCCCC1c1nc2ccccc2[nH]1 (stereo not drawn)	-2	2.0	-6	-0.2
O=C(c1ccc([N+](=O)[O-])cc1Cl)N1CCN(c2ccccc2)CC1	1	-1.1	7	0.4
CC(=O)c1cccc(NC(=O)CCCC(=O)Nc2cccc(C(C)=O)c2)c1	-17	-0.4	15	0.3
O=C(CCSCCc1ccncc1)NCc1ccc(Cl)cc1	11	-0.4	-4	-0.1
CN1CCN(c2nccn3c(-c4cccc5ccccc45)cnc23)CC1	-6	-1.4	9	-0.3
CN(C)c1nc(N2CCOCC2)ncc1F	-11	0.1	9	0.1
COc1ccc(C(=O)N2CCCc3ccccc32)cc1OC	14	-1.0	-5	0.5
CCc1c(C(=O)N2CCN(c3cccc(OC)c3)CC2)[nH]c(C)c1C(C)=O	8	-0.1	54*	0.1
COc1ccccc1OCC(=O)NCC1CCCN(C(=O)c2cc(-c3ccccc3)no2)C1 (stereo not drawn)	10	-0.4	-7	0.2
CSc1ccc(CN2CCN(C3CCN(Cc4ccccc4)CC3)CC2)cc1	46	-1.1	15	0.1
N=C1CNc2ccc(Br)cc2C(=O)O1	1	0.3	9	-0.1
C=CCOc1ccc(C(=O)NCCC)cc1	-11	-0.9	7	0.2
O=C(CSc1nnc(NC(=O)C2CCC2)s1)NCc1cccs1	2	-0.3	5	0.4
Cc1ccc(CNC(=O)CN2CCC(n3nnc4cc(C(F)(F)F)ccc43)CC2)cc1	10	-0.5	-4	0.4
Cn1c(/C(C#N)=C/c2cccnc2)nc2ccccc21	-18	-0.1	-15	-0.1
S=C(NCC1CCCO1)Nc1ccc(N2CCOCC2)c2nonc12 (stereo not drawn)	9	-0.5	-7	-0.6

Reprinted from the part before: five compounds, then new ones.
SMILES	MITF primary	GPR151 ag	TEAD-YAP block	FBW7 act
C=CCOc1ccc(C(=O)NCCC)cc1	-11	-0.9	7	0.2
O=C(CSc1nnc(NC(=O)C2CCC2)s1)NCc1cccs1	2	-0.3	5	0.4
Cc1ccc(CNC(=O)CN2CCC(n3nnc4cc(C(F)(F)F)ccc43)CC2)cc1	10	-0.5	-4	0.4
Cn1c(/C(C#N)=C/c2cccnc2)nc2ccccc21	-18	-0.1	-15	-0.1
S=C(NCC1CCCO1)Nc1ccc(N2CCOCC2)c2nonc12 (stereo not drawn)	9	-0.5	-7	-0.6
COc1cccc(N2CCN(C(=O)CN3C(=O)C4C5C=CC(C5)C4C3=O)CC2)c1 (stereo not drawn)	7	-1.0	-6	-0.1
Cc1ccccc1NC(=O)CC1SC(=NCc2ccccc2)NC1=O (stereo not drawn)	-5	2.4	-3	-0.1
O=[N+]([O-])c1c(NCCCO)cc(Sc2ccc(Cl)cc2)c2nonc12	-4	1.8	8	0.1
CSc1ccccc1NC(=O)c1cc2n(n1)C(C(F)(F)F)CC(c1ccc(Cl)cc1)N2 (stereo not drawn)	11	-1.3	-3	-0.1
COc1ccc(C(=O)CC2(O)C(=O)N(CCCC#N)c3ccccc32)cc1[N+](=O)[O-] (stereo not drawn)	-22	0.2	-6	0.1
Cc1sc(NC(=O)c2ccc(Cl)c([N+](=O)[O-])c2)c(C(N)=O)c1C	7	1.6	-7	-0.1
O=C(N/N=C\c1c(O)ccc2ccccc12)c1cccc([N+](=O)[O-])c1	-13	1.2	8	-0.1
COC(=O)c1c(NC(=O)C2=COCCO2)sc2c1CC(C)(C)NC2(C)C	5	0.0	10	0.3
Cc1sc2nc(C3CC3)n(C3CCN(CC(=O)N4CCCC4)CC3)c(=O)c2c1C	-5	0.8	7	-0.1
CC(C)N(Cc1nccn1C)C(=O)CC1C(=O)NCCN1Cc1ccoc1 (stereo not drawn)	-24	-1.0	2	0.1

In the list so far, 4 contain a CF3 group:
SMILES	MITF primary	GPR151 ag	TEAD-YAP block	FBW7 act
FC(F)(F)c1nc(NCc2ccco2)c2nnn(Cc3ccccc3)c2n1	2	-0.5	2	0.2
CC1=CC2=NC(C(F)(F)F)(C(F)(F)F)N=C(C)N2C=C1	-12	0.9	-3	0.0
Cc1ccc(CNC(=O)CN2CCC(n3nnc4cc(C(F)(F)F)ccc43)CC2)cc1	10	-0.5	-4	0.4
CSc1ccccc1NC(=O)c1cc2n(n1)C(C(F)(F)F)CC(c1ccc(Cl)cc1)N2 (stereo not drawn)	11	-1.3	-3	-0.1

More compounds follow.
SMILES	MITF primary	GPR151 ag	TEAD-YAP block	FBW7 act
Cc1ccc(S(=O)(=O)NCCC(=O)NCc2ccccc2)cc1	-6	-0.4	5	0.1
COc1cc(NC(=O)c2ccnc(N3CCOCC3)c2)cc(OC)c1OC	7	-0.2	-8	0.0
CCS(=O)(=O)C1=NSC2=NC(=O)/C(=C\c3ccc(SC)cc3)C(=N)N21	-1	0.1	9	-0.2
Fc1ccc(Nc2ncnc3[nH]ncc23)c(Cl)c1	15	-0.4	-4	0.2
CCNC(=O)C(=O)NCc1ccccc1Cl	-24	0.0	5	0.1
O=C(Nc1ccccc1)c1cc2cccnc2nc1C(F)(F)F	-5	-2.1	-5	-0.1
CC(C)C1=CCC(C(=O)O)C(C(=O)O)C1 (stereo not drawn)	8	-0.7	-11	-0.1
COc1ccc(C(=O)Nc2ccc(S(=O)(=O)NCC3CCCO3)cc2)cc1OC (stereo not drawn)	-1	1.3	1	0.0
COc1ccc(NS(=O)(=O)c2cc(Br)cc3c2N(C(C)=O)CC3)c(OC)c1	7	1.0	-2	-0.1
CCOC(=O)c1c(NC(=O)C(C)Sc2nnc(CNC(=O)COc3ccccc3)n2-c2ccc([N+](=O)[O-])cc2)sc2c1CCCC2 (stereo not drawn)	4	-1.2	10	0.1
CCOC(=O)N1CCN(C(=O)Cc2noc3ccccc23)CC1	7	0.7	5	0.0
CCc1nnc(NS(=O)(=O)c2ccc(N3C(=O)c4c(Cl)c(Cl)c(Cl)c(Cl)c4C3=O)cc2)s1	-1	1.2	-6	-0.1
COCCCn1c(=N)c(C(=O)NCc2ccco2)cc2c(=O)n3cc(C)ccc3nc21	33	-0.7	0	-0.1
C=CCN1CCN(c2c(C)ccc3sc(-c4ccc(Br)o4)nc23)CC1	-15	-0.3	-5	0.6
C=CCOc1ccccc1/C=C1/SC(=S)N(CCC(=O)O)C1=O	-7	0.7	2	0.0
C=CCn1c(N)c(C(=O)NCCCOC(C)C)c2nc3ccccc3nc21	-1	1.8	2	0.1
CCCCOc1ccc(C(=O)Nc2cccc3c(NC(=O)c4ccc(OCCCC)cc4)cccc23)cc1	6	-1.3	0	0.0
N/C(=N\OC(=O)c1ccccc1Br)c1cccc([N+](=O)[O-])c1	-5	-0.8	-29	0.0
CC(=O)NCCn1c(SCc2ccccc2C)nc2ccccc2c1=O	-10	-0.9	11	-0.3
COc1ccc(Cn2c(=S)[nH]c3cc(C(=O)Nc4ccc(OC)c(OC)c4)ccc3c2=O)cc1	-7	-1.8	7	-0.1
Cc1ccc(CNC(=O)c2ccc3nc(C)c(C)nc3c2)cc1	2	-1.1	-5	0.1
CCn1c(SCC(=O)c2[nH]c(C)c(C(C)=O)c2C)nnc1-c1cccs1	8	-0.7	13	0.1
Cc1ccc(CN2CCc3c(OCC(=O)Nc4ccc5c(c4)OCO5)cccc3C2=O)cc1	0	0.0	-6	0.0
COc1ccccc1C(=O)Nc1ccc(-c2nnc3n2CCCCC3)cc1	-9	2.3	2	0.1

Rows are unselected, and some 3.4% of all compounds hit somewhere here.
